GSIS activator – primary screen for activators of insulin secretion dependent on glucose, INS-1E cells, GLuc reporter luminescence; activation, % at 16.6 µM; 0.61% of 370,000 active; INS-1E GLuc reporter insulin secretion, 2-3 h;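 active = lowest replicate activation of at least 40%, so every replicate reaches that level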;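 note: 0% = median of neutral control wells and 100% = median of IBMX positive control wells; some compounds called inactive have numbers as strong as hits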
PAX8 inh HTS – lowers PAX8-driven luciferase in RMG-I cells; inhibition, % at 12.6 µM; RMG-I TPO-luciferase reporter, SteadyGlo, 24 h; 1.2% of 360,000 active;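 active = mean replicate inhibition at least 60% with every replicate also reaching 60%; inconclusive = only one of the two criteria is met; inactive = mean below 60% and not all replicates reaching 60%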;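 note: luciferase light reporting Pax8 driven TPO promoter activity; plate controls were median of neutral control wells for no effect and mitoxantrone controls for full effect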
ERp5 block – inhibitors of human ERp5; inhibition, % at 9.99 µM; AID 651711; ERp5 insulin aggregation, absorbance 650 nm, 90 min; 0.05% of 350,000 active; Q15084;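 active = mean replicate inhibition above about 25%, with every replicate also reaching it, limit read from the data, passing the limit was not always enough; inconclusive = only one of those two criteria met; inactive = neither criterion met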
Target sequence (Q15084 whole entry, looked up): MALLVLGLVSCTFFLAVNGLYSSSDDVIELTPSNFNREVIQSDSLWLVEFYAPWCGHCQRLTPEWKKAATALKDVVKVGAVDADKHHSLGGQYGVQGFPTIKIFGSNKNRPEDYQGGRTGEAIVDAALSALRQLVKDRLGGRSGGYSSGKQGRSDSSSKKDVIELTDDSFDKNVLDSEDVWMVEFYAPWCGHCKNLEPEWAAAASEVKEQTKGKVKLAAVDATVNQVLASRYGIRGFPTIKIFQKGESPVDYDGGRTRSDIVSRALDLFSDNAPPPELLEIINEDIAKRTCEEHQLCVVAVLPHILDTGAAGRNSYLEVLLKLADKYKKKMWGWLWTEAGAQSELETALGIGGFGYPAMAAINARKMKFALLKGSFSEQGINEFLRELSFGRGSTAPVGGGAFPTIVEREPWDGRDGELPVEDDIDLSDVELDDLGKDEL
CFTR F508del cor – CFTR F508del correction in bronchial cells | activity (quench increase), % at 7.58 µM | AID 720511 | 0.36% of 350,000 active | CFBE cells, YFP halide quenching; stimulated with forskolin plus potentiator P3; % fluorescence drop versus neutral controls;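 active = mean added fluorescence quench of at least 8% versus neutral control, with both replicates also reaching 8%; inconclusive = only one of the mean or replicate conditions met; inactive = mean below 8% and not both replicates reaching 8%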;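 note: cells transiently co-express mutant CFTR-F508del with the halide-sensitive YFP; corrector assay measuring rescue of mutant channel to the surface after 24 h compound exposure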
ARNT TACC3 PPI – disruptors of human ARNT/TACC3 interaction; Q9Y6A5; AlphaScreen His-ARNT PAS-B/GST-TACC3 binding, luminescence; TACC3 fragment carries E629A point mutation; inhibition, % at 9.99 µM; 0.66% of 390,000 active;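 active = mean inhibition of replicates at least 50% and at least half of replicates each reaching 50%; inconclusive = half or more replicates reach 50% but mean below 50%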;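 note: 0% = complete ARNT plus TACC3 wells and 100% = ARNT alone without TACC3; many hits fall short of the cut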
EWS-Fli block – inhibitors of EWS/Fli oncoprotein transcriptional activity | A673 NR0B1-luciferase reporter, viability-normalised | inhibition, % at 12.6 µM | 0.67% of 350,000 active;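 active = mean inhibition of at least 50% after viability correction, with every replicate also passing that limit; inconclusive = mean reaches 50% but only one of two replicates passes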;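 note: firefly luciferase signal divided by Alamar Blue viability fluorescence both relative to DMSO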
XiGFP reactiv – activators of X-chromosome reactivation in mouse fibroblasts; XiGFP mouse fibroblasts, % GFP-positive cells imaging, 3 d; cells co-treated with 5-aza-dC sensitizer; scaled so ellipticine positive control = 100%; activation, % at 7.58 µM; 0.055% of 360,000 active; AID 743238;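 active = mean normalized replicate activation at least 10% and every replicate at or above 10%; inconclusive = only one of the two criteria met; inactive = mean below 10% and not all replicates reach 10%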;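 note: 0% = median of on-plate neutral control wells and 100% = ellipticine 6 µM median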
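Material: XiGFP fibroblasts, SV40-immortalized; Buffer or medium: DMEM containing 5-aza-dC; Compound dosing: single point; Times: 3 days compound exposure.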
DENV2 CPE – inhibitors of DENV2 cytopathic effect; DENV2-infected cells, cytopathic effect rescue, plate reader; CPE inhibition, % at 9.99 µM; 1.7% of 350,000 active; AID 651640; in the data active = CPE inhibition above about 20%, passing the limit was not always enough; inconclusive = no clear call, values can overlap the other calls; tested in BHK-21 cells;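 note: 0% = median of neutral control wells and 100% = median of positive control wells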
* marks the source's active call; other numbers are inactive results; u = inconclusive; x = not tested or not shown; & = joins results of further samples.

SMILES	GSIS activator	PAX8 inh HTS	ERp5 block	CFTR F508del cor	ARNT TACC3 PPI	EWS-Fli block	XiGFP reactiv	DENV2 CPE
O=[N+]([O-])c1cccc(/C=N/Nc2nc(C(Cl)(Cl)Cl)nc3ccccc23)c1	-31.2	56.8	x	x	-1.1	x	0.0	x
Cc1ccc(C)c(S(=O)(=O)N2CCCC2CNC(=O)C(=O)Nc2ccccc2)c1 (stereo not drawn)	-1.5	-18.1	3.0	3.9	x	2.7	0.6	-4.5
O=c1c2ccccc2cnn1Cc1ccc(Cl)c(Cl)c1	-12.5	25.9	-2.2	-0.9	-6.5	-6.9	0.3	-6.4
O=C(Oc1ccc(C(=S)N2CCOCC2)cc1)c1ccc(F)cc1	-5.3	6.9	2.3	-2.1	0.1	11.0	0.0	0.4
Cc1ccc(S(=O)(=O)N(C)C[C@@H]2Oc3ccc(NC(=O)NC4CCCCC4)cc3CC(=O)N([C@@H](C)CO)C[C@H]2C)cc1	-10.9	13.7	-0.2	-2.0	3.5	-4.3	-0.5	5.7
COc1ccc(CCNc2nc(=S)[nH]c3cc(OC)c(OC)cc23)cc1OC	8.2	19.4	0.1	3.8	55.6*	18.8	0.0	-3.5
COc1cccc(NC(=O)N2CC(=O)N3[C@H](CO)[C@@H](c4ccc(C5=CCCC5)cc4)[C@H]3C2)c1	-2.4	-2.1	1.5	4.2	x	1.5	0.0	-10.0
COc1ccc(F)cc1C(=O)C1CCCN(C(=O)c2ccccc2N(C)C)C1 (stereo not drawn)	-1.9	-4.7	3.8	3.9	-7.0	2.4	0.0	13.4
O=C(OCc1cn([C@H]2C[C@H](c3ccc(Cl)cc3)N(Cc3cccs3)C[C@@H]2O)nn1)c1ccccc1	-6.2	6.0	0.4	-3.7	x	0.1	0.1	-4.9
CCCNC(=O)C1(C)CCCN(Cc2cc(-c3ccccc3)n(C)n2)C1 (stereo not drawn)	1.3	-1.7	-0.8	-1.2	x	-3.8	0.0	-1.1
Cc1ccc(NC(=O)CCCNC(=O)c2ccc(Cl)cc2)cc1S(=O)(=O)N1CCOCC1	-27.0	2.7	-4.9	-3.1	-1.5	3.1	0.2	1.3
CC(C)(C)N=C(NS(=O)(=O)c1cccs1)c1ccccc1	12.8	-17.8	3.3	-0.7	x	-0.6	0.1	13.2
COc1cc(-c2cnc3c(NC=O)cc(-c4cccc(C(F)(F)F)c4)cn23)cc(OC)c1OC	7.8	21.4	9.5	8.7*	x	21.0	0.0	12.6
CC(c1cccs1)N(Cc1ccco1)C(=S)Nc1ccccc1Cl (stereo not drawn)	22.6	2.8	3.9	-0.5	-17.9	-1.4	-0.2	10.3
CO[C@@H]1CN(C)C(=O)c2ccc(NC(=O)c3ccc(F)cc3)cc2OC[C@@H](C)N(C(=O)CC2CC2)C[C@@H]1C	-5.9	x	x	-0.9	x	-2.4	0.3	-8.6
COCC(=O)Nc1ccc2c(c1)C(=O)N(C)[C@H]1CC[C@H](CC(=O)NCc3cccc(F)c3)O[C@H]1CO2	3.6	4.6	x	1.8	8.7	-1.9	0.2	u
CN1CCCN(C(=O)CC2(CC(=O)O)CCCCC2)CC1	4.4	5.9	-1.5	-2.0	-3.7	6.8	0.0	-2.4
N#CCn1c(CCl)nc2ccccc2c1=O	5.0	1.4	3.4	1.4	-17.0	1.1	-0.1	-3.3
CN(C)CC(=O)N1[C@@H]2c3ccc(-c4cccc(F)c4)c(=O)n3C[C@@H]2[C@@H](CO)[C@@H]1C(=O)NC1CCC1	5.7	-7.0	10.6	-3.3	6.7	-1.0	0.2	-5.5
CCOC(=O)Cn1nc2oc(=O)c(CCN3CCN(c4ccccc4OC)CC3)c(C)c2c1C	x	8.7	-2.5	-0.5	x	-9.0	0.1	2.1
C[C@H](CO)N1C[C@H](C)[C@@H](CN(C)CC2CC2)Oc2c(NS(=O)(=O)c3ccc(F)cc3)cccc2C1=O	16.1&-13.0	-3.1&-28.5	3.5&4.0	-0.3&1.8	-5.2&-5.5	-4.4&-9.5	-0.2&0.1	u
CCOc1ccccc1NC(=O)NCc1ccc2c(c1)OCO2	-7.3	18.3	4.2	-0.3	26.4	-3.7	0.3	-3.0
O=C(c1cc(F)c(F)cc1Cl)N1CCN(c2ccc([N+](=O)[O-])c3ncccc23)CC1	-8.8	10.1	3.0	x	-6.1	10.4	0.1	-5.9
NC12CCc3c(no[n+]3[O-])C1(O)CC(c1ccccc1)=[N+]2[O-] (stereo not drawn)	3.2	x	-6.9	-1.4	1.0	-0.1	x	4.3
O=C(COc1cccnc1[N+](=O)[O-])Nc1ccc(S(=O)(=O)N2CCOCC2)cc1	-10.2	5.1	2.9	0.5	4.0	1.1	0.0	15.2

Arranged by value in CFTR F508del cor (low to high): 3 of the compounds above
canonical_smiles	GSIS activator	ERp5 block	CFTR F508del cor	ARNT TACC3 PPI	DENV2 CPE
NC12CCc3c(no[n+]3[O-])C1(O)CC(c1ccccc1)=[N+]2[O-] (stereo not drawn)	3.2	-6.9	-1.4	1.0	4.3
CC(C)(C)N=C(NS(=O)(=O)c1cccs1)c1ccccc1	12.8	3.3	-0.7	x	13.2
COc1ccc(CCNc2nc(=S)[nH]c3cc(OC)c(OC)cc23)cc1OC	8.2	0.1	3.8	55.6*	-3.5

Continuation:
SMILES	GSIS activator	PAX8 inh HTS	ERp5 block	CFTR F508del cor	ARNT TACC3 PPI	EWS-Fli block	XiGFP reactiv	DENV2 CPE
Nc1c(C(=O)CSc2nncn2-c2ccccc2)c(=O)[nH]c(=O)n1C1CC1	9.7	2.6	-8.0	0.0	x	1.9	0.0	-0.7
C[C@@H]1CN([C@H](C)CO)C(=O)c2cc(C#CCN(C)C)cnc2O[C@@H]1CN(C)C(=O)CCN1CCCCC1	-7.3	-18.5	0.4	x	-8.3	-42.3	0.2	-2.3
O=c1[nH]c(C2CCN(S(=O)(=O)c3ccccc3F)CC2)nc2c1nnn2Cc1ccc(F)cc1	-3.0	5.4	1.1	-2.3	0.0	9.7	0.0	-2.8
O=C(c1ccc(F)cc1)N1CCCCN2[C@@H](CO)[C@@H](c3ccc(C#CC4(O)CCCC4)cc3)[C@@H]2C1	-12.6	-1.1	2.2	-0.8	-1.5	-0.6	0.0	36.3*
Cc1nc2ccc(C(=O)N3c4ccccc4N=C(c4ccc5c(c4)OCO5)C3C(=O)NCc3ccccc3)cc2[nH]1 (stereo not drawn)	-8.3	-17.8	1.6	3.0	x	-35.3	0.3	17.6
O=C(C[C@@H]1C=C[C@H](NC(=O)C2CCC2)[C@@H](CO)O1)NC1CCCCC1	-2.2	x	-3.8	-2.0	x	-6.6	0.3	-3.8
COc1ccc(S(=O)(=O)NCc2ccco2)cc1NC(=O)c1ccccc1	11.8	25.9	0.2	2.7	3.6	-4.8	1.0	-1.1
CCN1C(=O)[C@@H]2[C@@H]3CN(S(=O)(=O)c4ccc(C)cc4)[C@@H](c4ccccc4)[C@@H]3C(=O)C[C@@H]2C1=O	-9.1	7.2	4.7	1.5	x	2.4	0.3	1.7
C=CCn1c(COc2ccc(OC)cc2)nnc1SC(C)C(=O)NC1CC1 (stereo not drawn)	5.2	4.3	-8.7	-0.3	-3.2	1.1	0.0	4.7
O=C(NC[C@@H]1[C@@H](c2ccccc2)[C@@H](CO)N1Cc1ccccn1)NC1CCCC1	-11.3	x	6.8	0.8	x	x	0.2	-7.7
CNC(=O)NC(=O)COC(=O)c1ccc(-n2c(C)ccc2C)cc1	20.9	-10.5	x	x	0.1	x	0.2	x
O=C(Cn1cc2c(n1)CCCCC2)N1CCCCC1	-6.4	-46.9	2.7	2.3	-1.8	-24.8	0.2	u
C[C@H](CO)N1C[C@H](C)[C@@H](CN(C)Cc2ccc(Cl)c(Cl)c2)Oc2ccc(NS(=O)(=O)c3cccs3)cc2CC1=O	-24.7	x	-7.5	2.1	5.5	31.3	0.5	10.5
O=C(C[C@H]1C[C@H]2c3cc(NC(=O)C4CCC4)ccc3O[C@H]2[C@H](CO)O1)NCC(F)(F)F	3.3	-1.2	11.9	0.4	-5.7	-1.3	0.0	-0.8
COC1=C/C(=C/c2c(N)n3nc(-c4ccc(C)cc4)sc3nc2=O)C=CC1=O	1.0	-111.2	5.3	2.7	6.1	-39.9	0.0	-2.0
O=C(C[C@H]1C=C[C@@H](NS(=O)(=O)c2ccc(F)cc2)[C@H](CO)O1)N1CCc2ccccc2C1	1.6	8.6	5.0	1.8	-2.7	0.6	0.5	0.5
C[C@H](NC(=O)C[C@@H]1C[C@@H]2c3cc(NC(=O)NC4CCCCC4)ccc3O[C@@H]2[C@@H](CO)O1)c1ccccc1	8.7	6.9	1.9	-1.6	-2.3	1.8	-0.1	4.0
CCC(=O)N(C)C[C@H]1Oc2ncc(C#Cc3ccccc3)cc2C(=O)N([C@@H](C)CO)C[C@H]1C	-0.8	x	-5.9	2.4	2.5	-1.6	-1.1	-2.3
COc1ccccc1S(=O)(=O)Cc1ccc(C(=O)NCCN(C)C)o1	5.8	-5.6	-2.2	4.8	-3.3	0.9	0.1	5.5
CC(C)NC(=O)Nc1ccc2c(c1)C(=O)N([C@@H](C)CO)C[C@@H](C)[C@H](CN(C)C(=O)NC1CCCCC1)OCCCC[C@H](C)O2	-0.9	16.9	3.2	1.1	4.2	x	0.0	4.3
Cc1ccc(S(=O)(=O)N2[C@H](C(C)C)[C@H]3[C@H]4C(=O)N(c5ccccc5)C(=O)[C@H]4CC(=O)[C@H]3[C@@H]2c2ccccc2)cc1	4.5	-17.7	1.2	-1.7	x	-6.3	-0.1	0.8
C/C(=N\NC(=O)Cc1ccc(Cl)c(Cl)c1)c1cccnc1	-13.5	25.3	0.1	0.6	2.7	11.6	-0.1	-10.9

Reformatted: three of the compounds above.
Each structure is followed by: GSIS activator | PAX8 inh HTS | ERp5 block | CFTR F508del cor | ARNT TACC3 PPI | EWS-Fli block | XiGFP reactiv | DENV2 CPE
- CC(C)NC(=O)Nc1ccc2c(c1)C(=O)N([C@@H](C)CO)C[C@@H](C)[C@H](CN(C)C(=O)NC1CCCCC1)OCCCC[C@H](C)O2
 : -0.9 | 16.9 | 3.2 | 1.1 | 4.2 | x | 0.0 | 4.3
- Cc1ccc(S(=O)(=O)N2[C@H](C(C)C)[C@H]3[C@H]4C(=O)N(c5ccccc5)C(=O)[C@H]4CC(=O)[C@H]3[C@@H]2c2ccccc2)cc1
 : 4.5 | -17.7 | 1.2 | -1.7 | x | -6.3 | -0.1 | 0.8
- C/C(=N\NC(=O)Cc1ccc(Cl)c(Cl)c1)c1cccnc1
 : -13.5 | 25.3 | 0.1 | 0.6 | 2.7 | 11.6 | -0.1 | -10.9

Of the compounds above, 4 contain a thiophene ring, fused or not.
SMILES	GSIS activator	PAX8 inh HTS	ERp5 block	CFTR F508del cor	ARNT TACC3 PPI	EWS-Fli block	XiGFP reactiv	DENV2 CPE
O=C(OCc1cn([C@H]2C[C@H](c3ccc(Cl)cc3)N(Cc3cccs3)C[C@@H]2O)nn1)c1ccccc1	-6.2	6.0	0.4	-3.7	x	0.1	0.1	-4.9
CC(C)(C)N=C(NS(=O)(=O)c1cccs1)c1ccccc1	12.8	-17.8	3.3	-0.7	x	-0.6	0.1	13.2
CC(c1cccs1)N(Cc1ccco1)C(=S)Nc1ccccc1Cl (stereo not drawn)	22.6	2.8	3.9	-0.5	-17.9	-1.4	-0.2	10.3
C[C@H](CO)N1C[C@H](C)[C@@H](CN(C)Cc2ccc(Cl)c(Cl)c2)Oc2ccc(NS(=O)(=O)c3cccs3)cc2CC1=O	-24.7	x	-7.5	2.1	5.5	31.3	0.5	10.5
